Screening results as filed in PubChem.
MC4R barr agon: MC4R agonists recruiting beta-arrestin, primary screen, cell-based, luminescence, agonist arm of biased-ligand search. U2OS MC4R beta-arrestin complementation; percent of melanotan II response, DMSO zero. activation, % at 8.9 µM. hit rate 0.98% among 360,000. AID 540308, 2011;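 active means activation above a per-plate cutoff, the mean activation of sample wells on that plate plus 3 SD, cut at about 8% in these data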
NOD2-RIPK2 inh: NOD2-RIPK2 binding disruptors in cells, primary screen, fluorescence, CHO cells, BLA complementation; CCF4 ratio; inhibition, % at 4.98 µM; Receptor-interacting serine/threonine-protein kinase 2 (Homo sapiens), O43353; AID 624267, 2012; hit rate 0.38% among 360,000; in the data active means inhibition above about 21%;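 further: 0% = vehicle only and 100% = reference blocker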
m5-HT2A agonist: mouse Htr2a agonists via beta-arrestin recruitment, primary screen, cell-based, luminescence; 5-hydroxytryptamine receptor 2A (Mus musculus), P35363; CHO-K1 mHTR2A beta-arrestin complementation; percent of 30 µM serotonin response; activation, % at 7.6 µM; hit rate 0.66% among 360,000; AID 624169, 2012;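 active means activation above a run cutoff, the mean activation of all tested compounds plus 3 SD, cut at about 14% in these data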;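 further: 0% = plate median of compound wells and 100% = 30 µM serotonin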
H9c2 protect: cardioprotection against H2O2-induced cell death, primary screen, uHTS, H9c2 cells, ATPLite luminescence | H9c2 cardiomyocytes, H2O2 injury protection, 2 h | protection from H2O2 cell death, % at 20 µM | hit rate 0.63% among 360,000 | AID 588492, 2011;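 active means compounds giving at least 50% protection of heart cells from peroxide-induced death in the single-dose screen, raw or plate-pattern-corrected value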;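 further: 0% = DMSO wells with peroxide and 100% = DMSO wells without peroxide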
TLR9-MyD88 inh: inhibitors of TLR9-MyD88 association in cells, primary screen, cell-based, CHO, BLA complementation, fluorescence. Toll-like receptor 9 (Homo sapiens) + Myeloid differentiation primary response protein …. CCF4 FRET ratio. inhibition, % at 4.98 µM. hit rate 0.21% among 340,000;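 active means inhibition above the mean over all tested compounds plus 3 SD, cut at about 21% in these data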;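 further: 0% = DMSO only wells and 100% = clavulanate BLA inhibitor control wells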
NCOA2 inhibitor: inhibition of GAL4-SRC2 driven luciferase reporter, primary screen, SRC2 inhibitor project, cell-based, luminescence; Nuclear receptor coactivator 2 (Homo sapiens), Q15596; HEK293 GAL4-SRC2 luciferase reporter; inhibition, % at 9 µM; hit rate 0.17% among 370,000; AID 651957, 2012;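 active means inhibition above the mean inhibition of all tested compounds plus 3 SD, set per campaign, cut at about 52% in these data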;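 further: 0% = DMSO treated cells and 100% = cells given Gossypol at 36 µM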
Glyco luc inh: increase of ERlucT glycosylation luciferase signal, primary screen, N-linked glycosylation inhibitor project, D54 ERlucT cells, luminescence, set 2; D54 ERlucT glycosylation luciferase reporter, 24 h; percent of 100 nM tunicamycin response; reporter increase, % at 12.5 µM; hit rate 0.23% among 360,000;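 active means mean luciferase reporter signal, scaled so untreated is 0 and the glycosylation-blocking control 100, at or above a set limit in every replicate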;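 further: luciferase carries N-glycosylation sites so blocking glycosylation raises the light; 0% = median of neutral control wells and 100% = median of 100 nM tunicamycin wells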
MC4R antagonist: MC4R antagonists of cAMP signaling, primary screen, cell-based, TR-FRET, antagonist arm of biased-ligand search; AID 540295, 2011; MC4R-expressing cells, MTII-stimulated cAMP, LANCE TR-FRET; Melanocortin receptor 4 (Homo sapiens), P32245; inhibition, % at 6.5 µM; hit rate 0.48% among 360,000;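 active means inhibition above its plate's cutoff, the mean of tested wells on that plate plus 3 SD, cut at about 29% in these data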;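 further: 0% = Melanotan II alone and 100% = Melanotan II plus saturating MCL0020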
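Test system: U2OS cells stably expressing human melanocortin 4 receptor (MC4R); also added: Melanotan II challenge; compound: 6.5 µM single dose; timing: 30-min compound preincubation, 1-h Melanotan II challenge, 1-h detection, room temperature; signal: Eu-cAMP/anti-cAMP TR-FRET, emission 671 nm; repeats: one well per compound, no replicates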
ABCB6 inh 2: ABCB6 transporter inhibitors, primary screen, K562-ABCB6 cells, flow cytometry, MLPCN library; K562-ABCB6 porphyrin accumulation, 1 h; hits give low values; AID 602162, 2011; ATP-binding cassette sub-family B member 6 (Homo sapiens), Q9NP58; hit rate 0.19% among 360,000; fluorescence ratio to DMSO, % at 10 µM;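 active means fluorescence ratio to DMSO below 75%, the collection mean minus 3 SD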;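 further: signal is porphyrin accumulated inside mitochondria; 100% equals median channel fluorescence of DMSO control wells; lower ratio means ABCB6 inhibition with less porphyrin fluorescence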
Target sequence (Q9NP58 whole entry, looked up): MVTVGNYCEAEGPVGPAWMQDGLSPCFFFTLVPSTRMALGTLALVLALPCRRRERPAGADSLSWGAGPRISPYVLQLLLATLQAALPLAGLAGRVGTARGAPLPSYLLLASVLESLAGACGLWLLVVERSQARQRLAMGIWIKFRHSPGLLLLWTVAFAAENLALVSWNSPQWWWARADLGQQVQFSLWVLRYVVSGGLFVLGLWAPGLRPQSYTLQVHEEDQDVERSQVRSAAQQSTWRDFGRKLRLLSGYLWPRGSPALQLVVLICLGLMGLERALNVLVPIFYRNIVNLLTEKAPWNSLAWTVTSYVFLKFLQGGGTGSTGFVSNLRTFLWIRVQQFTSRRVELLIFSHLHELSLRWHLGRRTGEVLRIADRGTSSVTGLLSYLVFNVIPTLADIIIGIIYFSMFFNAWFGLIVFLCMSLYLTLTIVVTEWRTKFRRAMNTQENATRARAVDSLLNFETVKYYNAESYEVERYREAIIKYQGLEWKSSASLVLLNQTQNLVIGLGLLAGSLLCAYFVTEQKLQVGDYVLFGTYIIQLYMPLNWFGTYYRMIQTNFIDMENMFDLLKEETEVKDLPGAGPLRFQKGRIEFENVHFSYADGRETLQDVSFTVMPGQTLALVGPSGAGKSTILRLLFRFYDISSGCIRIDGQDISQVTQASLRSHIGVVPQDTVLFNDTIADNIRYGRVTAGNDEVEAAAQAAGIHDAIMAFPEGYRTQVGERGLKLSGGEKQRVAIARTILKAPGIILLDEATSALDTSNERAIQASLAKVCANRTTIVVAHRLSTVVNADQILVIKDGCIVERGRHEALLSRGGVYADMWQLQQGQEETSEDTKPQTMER
ABHD5-PLIN5 inh: ABHD5-PLIN5 interaction inhibitors, primary screen, cell lysate, split luciferase complementation, luminescence. Split G. princeps luciferase complementation, 4 h. inhibition, % at 4 µM. hit rate 0.78% among 360,000;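 active means inhibition above the mean inhibition across every tested compound plus 3 SD, cut at about 22% in these data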;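 further: 0% = DMSO only wells and the 100% control is not disclosed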
An asterisk follows results filed as active; . = no result given.

SMILES	MC4R barr agon	NOD2-RIPK2 inh	m5-HT2A agonist	H9c2 protect	TLR9-MyD88 inh	NCOA2 inhibitor	Glyco luc inh	MC4R antagonist	ABCB6 inh 2	ABHD5-PLIN5 inh
CC(OC(=O)c1ccc(F)cc1)C(=O)Nc1nc(-c2cccc([N+](=O)[O-])c2)cs1 (centres undefined)	2.1	-1	1	-8	1	-43	-2	3	99	0
CN(CC(CC(=O)Nc1nncs1)c1ccccc1)S(=O)(=O)c1ccc(Br)cc1 (centres undefined)	-0.9	1	0	-9	-17	-28	0	2	103	2
O=C1N=C(N2CCc3ccccc3C2)S/C1=C\c1cccc(O)c1	-0.4	4	-5	10	0	-1	2	14	105	10
CCOC(=O)N1CCN(C2CCCN(C(=O)c3ccccc3N(C)C)C2)CC1 (centres undefined)	-1.2	-3	9	0	2	-25	2	5	97	1
CCOCc1nnc(NC(=O)c2cc(Cl)ccc2OC)s1	0.0	-2	6	1	3	-10	-1	8	95	7
CCOC(=O)C(NC(=O)Nc1ccc(Cl)cn1)(Oc1ccccc1)C(F)(F)F (centres undefined)	-1.1	2	4	9	8	16	7	19	101	0
CCn1ncc(C2=NOC(C(=O)Nc3cc(OC)c(Cl)cc3OC)C2)c1C (centres undefined)	1.1	-8	4	-8	1	-4	2	2	100	-3
COc1ccc2c(C)cc(N3CCN(c4ccc(F)cc4)CC3)nc2c1	-1.1	-12	-6	-1	2	16	-1	12	100	-2
Cc1cc(C(=O)OCC(=O)NCCCN2CCCC2=O)c2ccccc2n1	0.6	-6	2	-1	-4	-15	2	-2	102	0
CCC(C)[C@@H](C(=O)Nc1ccc(OC)c(OC)c1)N1Cc2ccccc2C1=O (some centres undefined)	0.7	-10	1	0	-7	9	1	7	101	4
CCOC(=O)N1CCC(Nc2c(Nc3cccc(CC)c3)c(=O)c2=O)CC1	-0.9	2	-5	1	8	-9	4	7	99	-2
COCCn1c(SCC(=O)c2ccccc2)nc2c(c1=O)SCC2	-0.6	-9	-4	2	4	-2	-1	2	99	-2
c1ccc(Cn2ncc3c(N4CCN(c5ccccc5)CC4)ncnc32)cc1	4.1	-12	-3	-5	.	-2	0	28	96	-10
CC/C=C(\NC(C)=O)c1ccccc1	-1.0	3	5	2	3	-5	1	-1	94	-7
CCN(CC)CCn1c(=S)[nH]c2cc(C(=O)NCc3ccccc3)ccc2c1=O	2.6	-2	-2	6	0	-16	-1	-2	101	13
COc1cccc(-c2cc(C(=O)NN3CCOCC3)c3ccccc3n2)c1	-0.7	4	-1	4	-4	-16	3	17	99	2
CCOC(=O)c1c(CSc2ccccc2)n(C)c2cc(Br)c(OC)c(O)c12	1.2	-1	1	-10	-3	13	-7	1	95	5
O=c1cc(CN2CCCCC2)c2c(ccc3ccccc32)o1	.	-3	-2	-4	.	-5	2	.	98	0
CC(=O)Nc1ccc(S(=O)(=O)Nc2cccc(N(C)S(C)(=O)=O)c2)cc1	0.0	-14	4	-25	-10	13	0	12	97	-5
CCc1c(O)nc(SCc2ccc(F)cc2)[nH]c1=O	0.1	-9	-1	-3	-8	-5	2	-4	100	9
COc1ccc(/C=C/C(=O)NC(=S)Nc2ccc(S(=O)(=O)Nc3nccnc3OC)cc2)cc1	-0.8	-11	3	-4	-10	0	0	14	101	5
CCCc1c(O)nc(SCc2ccccc2)[nH]c1=O	-1.4	-8	10	3	-2	-21	0	-2	100	3
CNC(=S)NCCc1c[nH]c2ccc(OC)cc12	1.7	-2	-1	1	1	11	1	-4	91	-7
CCOc1ccc(S(=O)(=O)N2CCCCC2)cc1NC(=O)c1cccnc1OCC	-0.9	-2	4	-3	-6	16	0	12	92	1
CCOC(=O)[C@]12CCC=C1N(Cc1ccc3c(c1)OCO3)C(=O)[C@H](CC(=O)N1CCCC1)C2	.	0	4	.	.	-1	.	.	97	-5
SMILES	MC4R barr agon	NOD2-RIPK2 inh	m5-HT2A agonist	H9c2 protect	TLR9-MyD88 inh	NCOA2 inhibitor	Glyco luc inh	MC4R antagonist	ABCB6 inh 2	ABHD5-PLIN5 inh
COc1ccccc1CNS(=O)(=O)c1ccc2c(c1)CCCN2C(C)=O	-0.9	-5	-2	-4	2	-1	1	-3	103	-9
O=[N+]([O-])c1cccc(COc2ccc(CN3CCOCC3)cc2)c1	-2.5	-8	1	-12	-15	-57	-12	-3	99	1
O=C(NCC1CCCO1)c1ccc(CNS(=O)(=O)c2ccc(F)c(Cl)c2)cc1 (centres undefined)	-0.3	-11	-4	-10	8	-3	1	-4	95	-2
CN(C)c1ccc(NC(=O)Nc2ccc3c(c2)nnn3C)cc1	-0.8	-2	-1	3	-11	-27	3	-9	99	3
CCOC(=O)C1CCCN(C(=O)C(C)(C)Oc2ccc(Cl)cc2)C1 (centres undefined)	2.0	3	1	-5	12	-7	1	15	97	2
CC(NC(=O)CN1CCN(c2ncccn2)CC1)c1ccc(F)cc1 (centres undefined)	-0.9	0	4	0	-7	5	0	8	105	-1
CSc1ccccc1COC(=O)Nc1ccccc1C	1.4	-9	-4	8	-11	-10	0	8	93	-5
CC(Nc1ccnc2cc(Cl)ccc12)c1ccc(S(N)(=O)=O)cc1 (centres undefined)	-1.7	-3	-6	1	0	-4	-1	12	103	-5
COc1ccc(/C(C)=N/NC(=O)CNC(=O)/C=C\c2ccccc2OC)c(OC)c1	-1.1	-5	-4	4	0	-9	0	-8	98	-8
CC(O)CC(C(=O)NNc1ccccc1)C(=O)NNc1ccccc1 (centres undefined)	-2.0	0	-5	-4	-7	-9	1	9	111	-4
CSC1=NCCN1C(=O)c1ccc(S(=O)(=O)N2CCCCC2)cc1	-1.0	-15	-3	1	1	-9	-3	5	98	-2
CN=Cc1nc(-c2ccccc2)oc1O	0.7	6	0	-4	-6	-75	-3	-2	88	3
N=C1C(c2nc(-c3cccc([N+](=O)[O-])c3)cs2)=C(O)CN1NC(=O)c1ccco1	0.4	-10	4	2	10	-27	1	2	106	8
CCOC(=O)CNC(=O)CN1C(=O)CC(c2ccco2)Sc2ccccc21 (centres undefined)	-1.4	-1	2	7	0	-15	-1	5	96	9
CC(C)C[C@H]1CNC(=O)C(=O)N1C[C@@H]1CCCN1C[C@H](Cc1ccc(O)cc1)N1C[C@H](Cc2ccccc2)N(CC2CCCCC2)C(=O)C1=O	.	-4	-1	.	.	-6	.	.	96	14
Cc1ccc(C)c(Oc2nnnn2-c2ccccc2)c1	2.7	2	-1	0	-4	-32	.	8	88	-3
Cn1c(CC(=O)Nc2ccccc2)cc2ccccc21	-0.4	-1	-1	3	-3	-33	6	1	99	13
Cc1cc(C)nc(NC(=O)c2csnn2)c1	-2.5	-12	-1	3	.	-11	0	-3	99	3
O=C(O)CC(CC(=O)Nc1ccc(-n2ccc(C(F)(F)F)n2)cc1)c1ccccc1 (centres undefined)	-0.8	-14	3	-4	7	-16	2	10	99	3
COc1c(C)cc(C(=O)C2CCCN(S(=O)(=O)N(C)C)C2)cc1C (centres undefined)	-1.1	0	0	0	5	14	-1	3	96	-5
O=C(OCc1ccccc1)c1c(-c2ccccc2)oc2c1C(OCCO)CCC2 (centres undefined)	.	-3	-6	.	.	-9	.	.	94	-2
CC1=C(C#N)C(c2ccccc2O)C(C#N)=C(C)N1	-2.6	-10	-3	1	3	5	3	-8	103	-2
Fc1ccc(CN2CCN3CCCC3C2C2CCCCC2)cc1F (centres undefined)	5.0	3	-3	-14	-18	13	-2	9	96	0
COc1ccc2nc(-c3ccccn3)ccc2c1	0.2	-1	-1	-20	8	-28	-13	-5	95	1
CC1(C)CC(=O)C=C(NCCCNC2CCCCC2)C1	-1.9	1	2	0	11	1	1	3	95	6
COc1ccc(CCn2c(C)cc(C(=O)CSc3nc(N)cc(=O)[nH]3)c2C)cc1	3.3	-1	1	-11	2	2	-2	-4	96	2

Gathered by group: the compounds so far containing an aryl methoxy group.
SMILES	MC4R barr agon	NOD2-RIPK2 inh	m5-HT2A agonist	H9c2 protect	TLR9-MyD88 inh	NCOA2 inhibitor	Glyco luc inh	MC4R antagonist	ABCB6 inh 2	ABHD5-PLIN5 inh
CCOCc1nnc(NC(=O)c2cc(Cl)ccc2OC)s1	0.0	-2	6	1	3	-10	-1	8	95	7
CCn1ncc(C2=NOC(C(=O)Nc3cc(OC)c(Cl)cc3OC)C2)c1C (centres undefined)	1.1	-8	4	-8	1	-4	2	2	100	-3
COc1ccc2c(C)cc(N3CCN(c4ccc(F)cc4)CC3)nc2c1	-1.1	-12	-6	-1	2	16	-1	12	100	-2
CCC(C)[C@@H](C(=O)Nc1ccc(OC)c(OC)c1)N1Cc2ccccc2C1=O (some centres undefined)	0.7	-10	1	0	-7	9	1	7	101	4
COc1cccc(-c2cc(C(=O)NN3CCOCC3)c3ccccc3n2)c1	-0.7	4	-1	4	-4	-16	3	17	99	2
CCOC(=O)c1c(CSc2ccccc2)n(C)c2cc(Br)c(OC)c(O)c12	1.2	-1	1	-10	-3	13	-7	1	95	5
COc1ccc(/C=C/C(=O)NC(=S)Nc2ccc(S(=O)(=O)Nc3nccnc3OC)cc2)cc1	-0.8	-11	3	-4	-10	0	0	14	101	5
CNC(=S)NCCc1c[nH]c2ccc(OC)cc12	1.7	-2	-1	1	1	11	1	-4	91	-7
COc1ccccc1CNS(=O)(=O)c1ccc2c(c1)CCCN2C(C)=O	-0.9	-5	-2	-4	2	-1	1	-3	103	-9
COc1ccc(/C(C)=N/NC(=O)CNC(=O)/C=C\c2ccccc2OC)c(OC)c1	-1.1	-5	-4	4	0	-9	0	-8	98	-8
COc1c(C)cc(C(=O)C2CCCN(S(=O)(=O)N(C)C)C2)cc1C (centres undefined)	-1.1	0	0	0	5	14	-1	3	96	-5
COc1ccc2nc(-c3ccccn3)ccc2c1	0.2	-1	-1	-20	8	-28	-13	-5	95	1
COc1ccc(CCn2c(C)cc(C(=O)CSc3nc(N)cc(=O)[nH]3)c2C)cc1	3.3	-1	1	-11	2	2	-2	-4	96	2

Only part of the results is shown (hit frequency here may not be typical).
